# Source: PubChem BioAssay (National Center for Advancing Translational Sciences (NCATS))
# FBPA coupling cs: coupling enzyme interference in Giardia aldolase counter-screen. actives 0.67% (n = 290,000). coupling enzyme system counterscreen, AmpLite Red fluorescence. activity change, negative = inhibition, % at 58.2 µM, hits read low; in the data active means activity change below about -30%; further: on the % scale 0 is the no-effect control and ±100 the full control effect
#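 Counterscreen lacking aldolase: glyceraldehyde-3-phosphate coupling-enzyme reagent preincubated 10 min at RT with compound (at 57.5 uM final), then substrate/coupling system with AmpLite Red added; fluorescence read at 525/598 nm after 20 min RT.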
# GALK inh: blocks human galactokinase activity; P51570; Potency, µM (top dose mostly 57.5 µM), for inactives: top-dose activity change, negative = inhibition, hits mostly inhibitors; Purified GALK, Kinase-Glo residual ATP luminescence; actives 0.007% (n = 270,000); further: potency means the concentration at half of the fitted maximal effect; on the % scale 0 is the no-effect control and ±100 the full control effect
# Target sequence (P51570 whole entry, looked up): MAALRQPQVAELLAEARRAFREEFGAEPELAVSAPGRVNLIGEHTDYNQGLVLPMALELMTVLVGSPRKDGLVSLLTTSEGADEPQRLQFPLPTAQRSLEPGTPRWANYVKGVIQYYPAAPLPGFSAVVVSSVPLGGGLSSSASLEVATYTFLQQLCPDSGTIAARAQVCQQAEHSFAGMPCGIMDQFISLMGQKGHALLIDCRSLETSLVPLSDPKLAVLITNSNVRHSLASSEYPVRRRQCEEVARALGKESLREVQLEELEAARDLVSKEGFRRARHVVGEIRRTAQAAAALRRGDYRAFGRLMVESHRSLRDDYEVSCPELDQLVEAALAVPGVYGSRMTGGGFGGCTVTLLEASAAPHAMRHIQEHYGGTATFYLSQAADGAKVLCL
#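 ATP-depletion format; final 35 uM ATP, 100 uM D-galactose, 5 nM enzyme; pH 8.0 HEPES/Mg2+ buffer; 60 min RT; luminescence read 10 min after detection reagent.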
# hERG WT inh: inhibitors of human wildtype KCNH2 potassium channel; Q12809; U2OS, BacMam KCNH2, thallium flux FluxOr; active compounds read low; activity change, % at 1.84 µM; actives 0.37% (n = 340,000);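 active means maximum activity change below -70%; inconclusive means maximum activity change between -70% and -50%; inactive means maximum activity change above -50%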; further: on the % scale 0 is the no-effect control and ±100 the full control effect
#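 U2OS cells transduced with wild-type KCNH2 virus are loaded with FluxOr dye for 45 min, and thallium flux is measured in kinetic reads before and after stimulation buffer. Rate constants are normalized to DMSO controls.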
# KCNH2 3.1 inh: KCNH2 3.1 (human) potassium channel inhibition; U2OS KCNH2 3.1, thallium flux FluxOr; active compounds read low; activity change, % (tested at about 1.8 µM); actives 0.95% (n = 340,000); AID 720553;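 active means maximum activity change below -70%; inconclusive means maximum activity change from -70% to -50%; inactive means maximum activity change above -50%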;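 further: thallium influx rate constant from kinetic fluorescence after stimulation buffer; on the % scale 0 is the no-effect control and ±100 the full control effect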
#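 Steps: virus added to U2OS suspension (4 h, RT, dark); medium with 10% FBS added, cells plated, 37 C overnight; FluxOr/Red40 loading buffer 45 min RT; stimulation buffer, 2 min kinetic read; rate constant normalized.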
# MLL CXXC-DNA inh: blocks binding of human MLL CXXC domain to DNA; actives 0.037% (n = 290,000); MLL-CXXC / FITC-HOXA9 DNA fluorescence polarization; Potency, µM (doses to about 115 µM), for the others: at the highest dose activity change, negative = inhibition, hits mostly inhibitors; AID 2662; active means well fitted inhibition curve with a large enough effect in the polarisation, with a control signal flat, not every such curve was filed as active; inconclusive means small, poorly fitted or top-dose-only effect, or effect the other way, or a change in a side signal; inactive means no such curve, though single readings can be large or run the other way; the % refers to the polarisation; further: potency means the concentration at half of the fitted maximal effect
#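 Fluorescence polarization: 7 uM MLL-CXXC (stock) preincubated 5 min with compounds, then 50 nM fluorescein-HOX-A9 DNA (stock) added; 30 min ambient. Buffer 50 mM Tris-HCl pH 7.5, 50 mM NaCl, 1 mM DTT, 0.05% BSA.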
# MBNL1 CUG block: MBNL1-poly(CUG) RNA binding inhibition; Q9NR56; TR-FRET MBNL1-His/biotin-(CUG)12 binding, 665/545 ratio; Potency, µM (titrated, usually from 57.5 µM), for inactives: at the highest dose activity change, negative = inhibition, actives largely listed as inhibitors; actives 0.036% (n = 280,000); AID 2675; active means well fitted inhibition curve with a large enough effect in the signal ratio, with a control signal flat, not every such curve was filed as active; inconclusive means small, poorly fitted or top-dose-only effect, or effect the other way, or a change in a side signal; inactive means no such curve, though single readings can be large or run the other way; the % refers to the signal ratio; further: potency means the concentration at half of the fitted maximal effect; on the % scale 0 is the no-effect control and ±100 the full control effect
# Target sequence (Q9NR56 whole entry, looked up): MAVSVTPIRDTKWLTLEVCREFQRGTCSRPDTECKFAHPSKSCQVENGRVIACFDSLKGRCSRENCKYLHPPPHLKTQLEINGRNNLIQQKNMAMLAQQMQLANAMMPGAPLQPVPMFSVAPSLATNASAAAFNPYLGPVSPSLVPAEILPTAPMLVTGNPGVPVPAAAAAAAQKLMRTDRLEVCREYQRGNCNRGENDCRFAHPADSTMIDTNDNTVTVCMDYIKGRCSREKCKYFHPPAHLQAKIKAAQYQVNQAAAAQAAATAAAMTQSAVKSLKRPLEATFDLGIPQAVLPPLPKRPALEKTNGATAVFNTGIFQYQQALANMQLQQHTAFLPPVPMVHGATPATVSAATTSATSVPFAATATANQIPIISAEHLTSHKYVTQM
#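 Compound titration spanned 92 nM–58 uM against the MBNL1-His/biotin-(CUG)12 complex. After 60 min at room temperature with 5 nM streptavidin-XL665 and 0.055 ng/ul terbium anti-His, ratiometric 665/545 nm emission (Ex 340 nm) normalized to controls.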
# ASM inhibitor: human S-ASM enzyme inhibition; P17405; placental ASM, HMU-PC fluorogenic substrate, 60 min; Potency, µM (doses to about 57.5 µM), for the others: at the top dose activity change, negative = inhibition, actives largely listed as inhibitors; actives 0.006% (n = 340,000); AID 504937; further: potency means the concentration at half of the fitted maximal effect
#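 Steps: dispense placental human ASM, pin compound, wait 10 min at room temperature, add HMU-PC0 substrate at 9 uM final, incubate 60 min at 37 °C, add stop solution raising pH to 10, read fluorescence.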
# A-T KAP1 phos: candidate therapy for ataxia-telangiectasia; […] A-T fibroblasts, KAP-1 phosphorylation AlphaLISA; neocarzinostatin DNA damage 30 min before lysis; Potency, µM (highest dose often 57.5 µM), without a hit: at the highest dose activation, actives largely listed as activators; AID 485349; actives 0.19% (n = 320,000); further: potency means the concentration at half of the fitted maximal effect; % of control where 0% means no effect; nearly all actives have a fitted effect of over 45% in size
#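 ATM-like activity read as KAP-1 phosphorylation via AlphaLISA donor/acceptor antibody pairs after lysis and 6 hr at 25C. Cells were ATM-null patient fibroblasts ([…], hTERT), dosed 60 min, then exposed to the DSB inducer NCS for 30 min.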
# TRPV1 agonist: agonists of human vanilloid receptor 1 (TRPV1). Q8NER1. TRPV1-expressing cells, Fluo-8 calcium influx, agonist mode. activation, % at 8.33 µM. actives 0.19% (n = 320,000); in the data active means activation above about 80%; inconclusive means between about 30% and that limit; further: 0% is about no effect
#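 Cells expressing TRPV1 were dye-loaded with Fluo-8 and read kinetically: 10 s baseline, 3 min after compound (agonist portion), then 2 min after EC20 capsaicin (allosteric enhancer portion). Calcium-bound dye fluorescence at 480/520 nm.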
# a7 integrin act: activators of alpha7 integrin expression for muscular dystrophy; Potency, µM (doses to about 38.3 µM), for the others: at the highest dose activation, hits mostly activators; actives 0.064% (n = 350,000); alpha7betagal myoblasts, beta-gal FDG fluorescence, 48 h;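 further: potency means the concentration at half of the fitted maximal effect; 100% = response of the positive control SU9516; nearly all actives have a fitted effect of over 60% in size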
#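 Alpha7betagal+/- myoblasts (passage 13) were plated 16-24 hr, then exposed to compounds (1:260 dilution of DMSO stock) for 48 hours at 37C. After MPER lysis, β-galactosidase reporter activity was read as FDG fluorescence (ex 480/em 540) after 30 minutes.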
# The depositor's hits bear a star; i = inactive; ? = inconclusive; nt = not tested or not shown; [ ] = remark or other dose. Unless noted, the call rests on the fitted dose curve; in most records, active means well fitted curve in the direction sought with a large enough effect; inconclusive means small, poorly fitted or top-dose-only effect, or another doubt; inactive means no such curve, though single readings can be large; an effect the other way counts as inactive or inconclusive.
entry	mol	ASM inhibitor	a7 integrin act	FBPA coupling cs	MLL CXXC-DNA inh	GALK inh	A-T KAP1 phos	MBNL1 CUG block	KCNH2 3.1 inh	hERG WT inh	TRPV1 agonist
1	O=C(CNC(=O)c1ccccc1)N/N=C/c1cccs1	2%	-30%	1	-2%	-3%	2%	?	-4	i	-3
2	CC(C)Cn1c(O)c2ccc(C(=O)N=NC(=O)c3cccnc3)cc2c1O	5%	14%	0	16%	-2%	11%	?	5	35	-1
3	Cc1cc(C)c(OCC(=O)Nc2ccc(S(=O)(=O)N3CCOCC3)cc2)c(C)c1	-10%	-2%	nt	2%	5%	9%	-3%	-10	-4	8
4	O=C1CCCC(O)=C1N=Nc1cccc(C(=O)O)c1	-7%	0%	0	17%	9%	-16%	?	22	8	-1
5	O=C(CNC(=O)c1ccc2c(c1)OCO2)NCCOc1ccc(Cl)cc1	-2%	1%	nt	nt	nt	-1%	nt	-7	1	nt
6	C=CCn1c(/N=C/c2ccc(N(C)C)cc2)nc2ccccc21	-7%	3%	-1	12%	-1%	3%	10%	-1	-16	0
7	Cc1nc(NC(=O)c2ccccc2)sc1-c1csc(NCCc2ccccc2)n1	-2%	-6%	0	48%[activator]	4%	nt	15%	-15	14	5
8	COc1cc(/C=C2/C(=O)N=C(N)N2C)cc(OC)c1OC	5%	-4%	-6	2%	0%	3%	9%	2	1	0
9	C[C@H]1CN[C@H](CCO)/C1=C\c1ccccc1	2%	2%	nt	nt	nt	nt	nt	7	-3	nt
10	CCOC(=O)C1=C(C(F)(F)F)Nc2ncnn2C1c1ccc(OC)cc1OC (stereo not given)	124%[activator]	-17%	0	-8%	0%	3%	14%	6	-1	0
11	COc1cc(C)nc(NS(=O)(=O)c2ccccc2)n1	3%	-9%	0	-3%	0%	-5%	3%	-3	9	-1
12	CC(=O)Nc1cccc(C(=O)NCCc2ccco2)c1	-15%	0%	1	6%	-2%	-1%	-4%	3	-6	0
13	O=C(NCCCN1CCOCC1)c1cn(-c2ccccc2)nc1-c1ccc(F)cc1	4%	-1%	nt	nt	nt	1%	nt	-1	-9	nt
14	CC1CN(S(=O)(=O)Cc2ccccc2)CC(C)O1 (stereo not given)	5%	16%	5	-2%	5%	12%	17%	-3	-9	2
15	CCOC(=O)c1sc2nc(N3CCOCC3)c3c(c2c1N)CC(C)(C)N(C)C3	273%[activator]	-4%	-1	9%	5%	5%	8%	8	9	-3
16	CC1=C[C@H]2Cc3cc(C)cc(C)c3S(=O)(=O)[C@@H]2C=C1	-2%	-10%	0	5%	0%	-1%	12%	-3	-5	4
17	O=C(NNC1=NCCC1)c1ccc(Br)cc1	5%	17%	-3	-1%	2%	3%	1%	-4	-11	-1
18	Cn1c(N2C(=O)CC(Cc3ccccc3)C2=O)nc2ccccc21 (stereo not given)	2%	-4%	0	-4%	-1%	-2%	-1%	-9	-8	-2
19	COc1ccc(NC(=O)CCNS(=O)(=O)c2ccc3c(c2)CC(C)N3C(C)=O)cc1 (stereo not given)	3%	-8%	-2	7%	8%	11%	-13%	8	-3	-3
20	CCCC1(CCC)NC(=O)NC1=O	1%	-3%	0	0%	1%	-3%	0%	2	-11	-10
21	CCOc1ccccc1N(C)C(=O)CCS(=O)(=O)c1ccc2c(c1)NC(=O)CO2	-1%	-7%	2	-5%	3%	2%	-4%	-44	2	2
22	COc1ccc(/C=C/C(=O)NNC(=O)c2cc(C)oc2C)cc1	1%	8%	nt	nt	nt	0%	nt	0	-5	-2
23	O=C(CN1CCCC1)NCc1ccccc1	-1%	-13%	3	-2%	-3%	5%	0%	18	-23	-18
24	CC(=O)C1=C(O)C(=O)N(c2ccc(O)cc2)C1c1ccc([N+](=O)[O-])cc1 (stereo not given)	2%	15%	1	10%	0%	-2%	-3%	8	-7	6
25	COc1ccc2[nH]c(=O)c(CN(Cc3cccs3)S(=O)(=O)c3cccc4nsnc34)cc2c1	-2%	6%[7.66 µM]	-5	19%	0%	3%	4%	-7	4	1

# Given with two lines to a compound: part of the list above.
# Under each structure: ASM inhibitor | a7 integrin act | FBPA coupling cs | MLL CXXC-DNA inh | GALK inh | A-T KAP1 phos | MBNL1 CUG block | KCNH2 3.1 inh | hERG WT inh | TRPV1 agonist
12) CC(=O)Nc1cccc(C(=O)NCCc2ccco2)c1
  -15% | 0% | 1 | 6% | -2% | -1% | -4% | 3 | -6 | 0
6) C=CCn1c(/N=C/c2ccc(N(C)C)cc2)nc2ccccc21
  -7% | 3% | -1 | 12% | -1% | 3% | 10% | -1 | -16 | 0

# Returning to the listing; the four compounds before the break are reprinted first.
entry	mol	ASM inhibitor	a7 integrin act	FBPA coupling cs	MLL CXXC-DNA inh	GALK inh	A-T KAP1 phos	MBNL1 CUG block	KCNH2 3.1 inh	hERG WT inh	TRPV1 agonist
22	COc1ccc(/C=C/C(=O)NNC(=O)c2cc(C)oc2C)cc1	1%	8%	nt	nt	nt	0%	nt	0	-5	-2
23	O=C(CN1CCCC1)NCc1ccccc1	-1%	-13%	3	-2%	-3%	5%	0%	18	-23	-18
24	CC(=O)C1=C(O)C(=O)N(c2ccc(O)cc2)C1c1ccc([N+](=O)[O-])cc1 (stereo not given)	2%	15%	1	10%	0%	-2%	-3%	8	-7	6
25	COc1ccc2[nH]c(=O)c(CN(Cc3cccs3)S(=O)(=O)c3cccc4nsnc34)cc2c1	-2%	6%[7.66 µM]	-5	19%	0%	3%	4%	-7	4	1
26	COc1ccc(-c2cc(-c3n[nH]c(=S)n3-c3ccccc3Cl)[nH]n2)cc1	-2%	?	6	-11%	-8%	-3%	5%	-1	i	1
27	CCCCc1cc(=O)oc2cc(C)cc(OCC(=O)NCc3ccncc3)c12	0%	-8%	5	6%	0%	-3%	-1%	-8	-27	17
28	COc1ccc(CCNC(=O)[C@@H](NC(=O)N2CCn3c2nc2ccccc23)C(C)C)cc1OC	-1%	29%	0	9%	2%	-2%	-5%	-7	-7	2
29	O=C(O)CCC(=O)NCC1OCCc2ccccc21 (stereo not given)	2%	3%	-1	-9%	-1%	8%	7%	11	0	-4
30	O=C(NCCCn1ccnc1)c1ccc(Br)cc1	4%	-3%	3	-6%	0%	-4%	-7%	6	10	3
31	C/C(N)=C(/C#N)C(=O)COC(=O)C1=NN(c2ccccc2)C(=O)CC1	-1%	9%	0	-21%	nt	6%	-2%	-3	9	-2
32	CC1(C)Cc2c(sc(/N=C/N3CCCC3)c2C#N)C(C)(C)N1	0%	0%	1	-6%	0%	-1%	9%	24	2	-3
33	CC1CC(=O)N(c2ccc(N(C)Cc3ccccc3)c([N+](=O)[O-])c2)C1=O (stereo not given)	-2%	-4%	-9	-1%	0%	-2%	?	-2	-3	-6
34	CCOc1ccc(C(=S)NC2CCCCC2)cc1OCC	-1%	28%	1	2%	0%	-4%	-1%	-4	1	18
35	C=CCNC(=O)/C(C#N)=C/c1cn(-c2ccccc2)nc1-c1cccs1	105%[activator]	12%	0	15%	0%	1%	7%	?	8	?
36	COc1ccc(NC(=O)CN2CCN(S(=O)(=O)c3ccc(Cl)cc3)CC2)cc1Cl	-1%	12%	0	4%	-1%	-1%	-13%	-2	-2	-1
37	CCN(CC)CCCNC(=O)C1c2ccccc2C(=O)N1Cc1ccc(C)cc1 (stereo not given)	7%	6%	4	2%	3%	2%	0%	1	1	-4
38	CCOc1ccc(NC(=O)CN(C)C(=O)c2cn(-c3ccc(F)cc3)nc2-c2cccc(OC)c2)cc1OCC	-5%	-40%	nt	nt	nt	4%	nt	-5	8	1
39	Cc1ccc(S(=O)(=O)N2CCOCC2)cc1NC(=O)CNCC1CCCCC1	2%	-20%	0	6%	14%	-1%	-3%	0	5	2
40	O=C(CSc1ccc2ccccc2n1)c1ccccc1	-2%	3%	-1	-17%	-2%	2%	-2%	-2	-9	23
41	COc1ccc(NC(=O)CSc2nnc(Cc3cccn3C)n2-c2ccc(C)cc2)cc1OC	-1%	-23%	3	-2%	-1%	-1%	-10%	2	4	8
42	CC(=O)Nc1ccc(S(=O)(=O)N2CCN3CCCC3C2)cc1 (stereo not given)	8%	6%	6	-4%	4%	-7%	-8%	3	3	2
43	CCN1c2ccccc2-c2nc3ccccc3n2C1c1ccco1 (stereo not given)	i	-34%	-6	14%	-2%	18%	-3%	2	-9	18
